# High-throughput results from PubChem.
# Menin-MLL TR inh: menin-MLL binding inhibition, Texas Red mutant peptide; O00255; Menin + Texas Red MLL mutant peptide, fluorescence polarization; Potency, µM (titrated, usually from 61.6 µM), inactives show at the highest dose FP activity change, negative = inhibition, actives largely listed as inhibitors; 270,000 tested, 0.23% active; AID 1768; active = well fitted inhibition curve with a large enough effect in the polarisation, with a control signal flat, not every such curve was filed as active; inconclusive = small, poorly fitted or top-dose-only effect, or effect the other way, or a change in a side signal; inactive = no such curve, though single readings can be large or run the other way; the % refers to the polarisation; also: potency is read from the fitted curve at half-maximal effect; % of control where 0% means no effect; many of its hits are not listed in these tables
# VP16 counter: Gal4-VP16 reporter inhibition counter-screen. Drosophila S2 Gal4-VP16 UAS-luciferase, luminescence, 20 h. Potency, µM (highest dose often 53.6 µM), for the others: at the highest dose activity, negative = inhibition, actives largely listed as inhibitors. 310,000 tested, 3.5% active;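 also: Gal4-VP16 expression switched on by copper sulfate through the metallothionein promoter; potency is read from the fitted curve at half-maximal effect; % is scaled to controls: 0 for no effect and ±100 for the full control effect; nearly all actives have a fitted effect of over 50% in size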
# MBNL1 CUG block: inhibitors of human MBNL1 binding to CUG repeat RNA; Potency, µM (doses to about 57.5 µM), inactives show top-dose activity change, negative = inhibition, most hits filed as inhibitors; TR-FRET MBNL1-His/biotin-(CUG)12 binding, 665/545 ratio; 280,000 tested, 0.036% active; AID 2675; active = well fitted inhibition curve with a large enough effect in the signal ratio, with a control signal flat, not every such curve was filed as active; inconclusive = small, poorly fitted or top-dose-only effect, or effect the other way, or a change in a side signal; inactive = no such curve, though single readings can be large or run the other way; the % refers to the signal ratio; also: potency is read from the fitted curve at half-maximal effect; % is scaled to controls: 0 for no effect and ±100 for the full control effect
# Target sequence (Q9NR56 whole entry, looked up): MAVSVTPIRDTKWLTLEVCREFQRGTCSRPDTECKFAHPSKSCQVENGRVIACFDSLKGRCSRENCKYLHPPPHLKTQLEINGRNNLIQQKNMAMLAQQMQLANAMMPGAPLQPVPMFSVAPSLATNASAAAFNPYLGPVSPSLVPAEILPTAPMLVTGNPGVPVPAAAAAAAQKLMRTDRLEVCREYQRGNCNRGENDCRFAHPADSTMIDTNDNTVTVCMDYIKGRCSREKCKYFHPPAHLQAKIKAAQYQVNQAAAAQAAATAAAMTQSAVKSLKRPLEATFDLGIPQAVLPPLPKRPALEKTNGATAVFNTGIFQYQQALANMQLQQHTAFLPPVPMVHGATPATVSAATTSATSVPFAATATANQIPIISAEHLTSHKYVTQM
#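 TR-FRET between His-tagged MBNL1 and biotin-(CUG)12 RNA, detected with Tb anti-His antibody (0.055 ng/ul) and streptavidin-XL665 (5 nM), 60 min at room temperature. Compounds titrated 92 nM to 58 uM; 665/545 nm ratio normalized to buffer and complex controls.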
# RORgamma inh: ROR gamma (mouse) transcription inhibition; P51450; Drosophila S2 Gal4-RORgamma UAS-luciferase reporter, 20 h; Potency, µM (doses to about 53.6 µM), for the others: at the top dose activity change, negative = inhibition, most hits filed as inhibitors; 310,000 tested, 5.4% active; AID 2551; also: potency is read from the fitted curve at half-maximal effect; % is scaled to controls: 0 for no effect and ±100 for the full control effect; nearly all actives have a fitted effect of over 60% in size
#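 Drosophila Schneider cells stably carrying a metallothionein-driven Gal4 DBD–ROR gamma fusion and a UAS-Photinus luciferase reporter were exposed to compound for 1 hr, then induced with copper sulfate (700 uM final) for 20 hr at ambient temperature before luminescence reading.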
# ELG1 repair inh: blocks ELG1-dependent DNA repair in HEK293T cells. 330,000 tested, 2.3% active. AID 504467. HEK293T ELG1-luciferase reporter, luminescence, 16 h; DNA damage induced by 5-fluorouridine. Potency, µM (top dose mostly 46.1 µM), for inactives: top-dose activity change, negative = inhibition, hits mostly inhibitors; also: potency is read from the fitted curve at half-maximal effect; % is scaled to controls: 0 for no effect and ±100 for the full control effect; nearly all actives have a fitted effect of over 55% in size
#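 HEK293T cells expressing luciferase-tagged ELG1 (2,000/well) received 5-Fluorouridine plus compound or DMSO for 16 hr at 37 °C. Luciferase was read by ONE-Glo luminescence after 30 min at room temperature.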
# KCNH2 3.1 inh: KCNH2 3.1 (human) potassium channel inhibition. U2OS KCNH2 3.1, thallium flux FluxOr; hits give low values. activity change, % (tested at about 1.8 µM). 340,000 tested, 0.95% active. AID 720553;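 active = maximum activity change below -70%; inconclusive = maximum activity change from -70% to -50%; inactive = maximum activity change above -50%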;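 also: thallium influx rate constant from kinetic fluorescence after stimulation buffer; % is scaled to controls: 0 for no effect and ±100 for the full control effect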
#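 Steps: virus added to U2OS suspension (4 h, RT, dark); medium with 10% FBS added, cells plated, 37 C overnight; FluxOr/Red40 loading buffer 45 min RT; stimulation buffer, 2 min kinetic read; rate constant normalized.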
# PKM2 activator: activators of human pyruvate kinase M2 | P14618 | purified PKM2, Kinase-Glo ATP luminescence, activation; response scale: 0% is enzyme alone, no compound | Potency, µM (doses to about 57.5 µM), inactives show top-dose activation, actives largely listed as activators | 260,000 tested, 0.34% active | AID 1631; also: potency is read from the fitted curve at half-maximal effect; % is scaled to controls: 0 for no effect and ±100 for the full control effect; nearly all actives have a fitted effect of over 55% in size
#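 Purified hPK-M2 (>95%) run at intermediate activity with 0.1 mM ADP and 0.5 mM PEP in 50 mM imidazole pH 7.2, KCl, MgCl2; 1 h room temperature. ATP formed read by Kinase-Glo luminescence; normalized to uninhibited and no-enzyme controls.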
# FLuc counter: firefly luciferase modulation, counter-screen for miR-21 project; purified FLuc, Km substrates, luminescence inhibition; Potency, µM (highest dose often 57.5 µM), without a hit: at the highest dose activity change, negative = inhibition, actives largely listed as inhibitors; 360,000 tested, 6.9% active; P08659;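 also: potency is read from the fitted curve at half-maximal effect; plate controls were vehicle for no effect and reference inhibitor for full effect; nearly all actives have a fitted effect of over 55% in size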
# Target sequence (P08659 whole entry, looked up): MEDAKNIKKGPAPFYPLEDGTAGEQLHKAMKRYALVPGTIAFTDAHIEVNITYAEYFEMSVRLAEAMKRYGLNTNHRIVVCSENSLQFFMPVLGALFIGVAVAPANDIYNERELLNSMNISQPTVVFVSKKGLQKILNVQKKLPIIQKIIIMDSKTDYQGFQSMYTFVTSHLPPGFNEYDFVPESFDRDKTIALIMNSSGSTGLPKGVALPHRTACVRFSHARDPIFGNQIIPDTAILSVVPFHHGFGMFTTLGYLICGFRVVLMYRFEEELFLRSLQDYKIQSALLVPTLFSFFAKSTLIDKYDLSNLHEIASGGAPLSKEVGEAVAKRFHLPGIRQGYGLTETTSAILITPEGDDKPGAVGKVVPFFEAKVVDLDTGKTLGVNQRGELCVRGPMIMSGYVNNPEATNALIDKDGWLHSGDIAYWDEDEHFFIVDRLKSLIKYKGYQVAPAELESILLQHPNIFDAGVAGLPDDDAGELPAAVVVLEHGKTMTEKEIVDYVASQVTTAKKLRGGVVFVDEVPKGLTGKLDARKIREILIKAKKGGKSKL
#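 Purified P. pyralis luciferase, 10 nM final, with Km-level 10 uM D-luciferin and 10 uM ATP in 50 mM Tris acetate pH 7.5, 10 mM Mg acetate, 0.01% Tween-20, 0.05% BSA; 6-point qHTS titration about 60 µM downward; luminescence read.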
# NPC1 promoter act: activators of NPC1 promoter | Huh7 NPC1 promoter luciferase reporter, 24 h | Potency, µM (highest dose often 9.22 µM), for the others: top-dose activation, most hits filed as activators | 320,000 tested, 2.4% active | AID 485313;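 also: potency is read from the fitted curve at half-maximal effect; % of control where 0% means no effect; nearly all actives have a fitted effect of over 60% in size; reporter is driven by a mutant NPC1 promoter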
#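 Luminescence from an NPC1 promoter-driven luciferase reporter in stably transfected Huh7 cells was measured after 24 h compound treatment at 37 °C, followed by 10 min ambient incubation with luciferase detection reagent.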
# Mito fusion act: blocks mitochondrial division or promotes mitochondrial fusion. S. cerevisiae fusion-defective mutant growth rescue, CellTiterGlo 48 h. Potency, µM (doses to about 46.1 µM), for inactives: at the top dose growth rescue (activation), usual class: activators. 320,000 tested, 0.23% active. AID 485298;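 also: potency is read from the fitted curve at half-maximal effect; % of control where 0% means no effect; nearly all actives have a fitted effect of over 45% in size; temperature-sensitive fusion mutants such as fzo1-1 at 37 °C on non-fermentable ethanol glycerol medium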
#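 Yeast fusion mutant, YPEG (non-fermentable carbon), compound, 48 h at 37C non-permissive; CellTiterGlo added, 10 min RT, luminescence read. Rescued growth = division inhibition.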
# Rab9 prom act: Rab9 promoter activation. Huh7 Rab9 promoter-luciferase reporter, luminescence, 24 h. AID 485297. 320,000 tested, 2.8% active. Potency, µM (series often up to 9.22 µM), inactives show at the top dose activation, negative = inhibition, usual class: activators; also: potency is read from the fitted curve at half-maximal effect; % of control where 0% means no effect; nearly all actives have a fitted effect of over 60% in size
#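 Luminescence from Amplite-detected luciferase (10 minutes, ambient) reports Rab9 promoter activation. Before that, stable Rab9-luciferase Huh7 cells (1500/well, reduced-serum OP-MEM I plus 10% FBS) were exposed to compound for 24 hours at 37C.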
# An asterisk follows results filed as active; ? = inconclusive; nt = not tested or not shown; [ ] = dose if it differs, or a comment. Unless noted, calls follow the shape of the dose curve; as a rule, active = well fitted curve in the direction sought with a large enough effect; inconclusive = small, poorly fitted or top-dose-only effect, or another doubt; inactive = no such curve, though single readings can be large; an effect the other way counts as inactive or inconclusive. These rows are one share of the data, so the mix of outcomes need not match the whole.
SMILES,Menin-MLL TR inh,VP16 counter,MBNL1 CUG block,RORgamma inh,ELG1 repair inh,KCNH2 3.1 inh,PKM2 activator,FLuc counter,NPC1 promoter act,Mito fusion act,Rab9 prom act
CCCCNC(=O)C1CCCN(S(=O)(=O)c2ccc(-n3cnnn3)cc2)C1 (stereo not given),-9%,-3%,1%,?,0%,-17,2%,6%,-1%,1%,2%
Cc1cccc(Oc2c(C=O)c3ccccc3n2C)c1,-11%,-3%,-11%,4%,-6%,8,5%,4%,0%,6%,1%
COc1ccc(-c2cc(C(=O)N3CCN(c4ncccn4)CC3)c3ccccc3n2)cc1,nt,nt,nt,nt,16µM*,-11,nt,0.67µM*,?,15%,?
CCOc1ccc(CNC(=O)c2nnc(CS(=O)(=O)c3ccccc3)o2)cc1OC,11%,-13%,0%,0%,3%,7,5%,2%,-3%,0%,-3%
O=C(O)c1cccc(N2C(=O)c3cccc4c(Cl)ccc(c34)C2=O)c1,11%,-11%,?,8%,1%,7,-21%,?,-3%,10%,1%
Cc1ccc(OCCn2c(=S)[nH]c3c(N)ncnc32)cc1,15%,6%,1%,?,0%,-11,-6%,?,0%,2%,2%
CC(C(=O)Nc1ccccc1Oc1ccccc1)c1ccccc1 (stereo not given),-4%,4%,9%,-3%,-3%,-46,-4%,2%,-6%,?,2%
c1ccc(C[C@H]2CN=C(Nc3ccccc3)N2CCCC2CCCC2)cc1,-13%,-1%,5%,-12%,?,-96*,-6%,-2%,-1%,-1%,-4%
Cn1ccnc1C(O)(c1ccccc1)c1ccccc1,nt,-6%,nt,7%,?,-2,-3%,-2%,2%,0%,4%
CCNC(=S)Nc1ccccc1-c1ccccc1,7%,11µM*,nt,8.9µM*,-1%,13,1%,2%,-3%,-5%,-4%
COc1ccc(NC(=O)C/C(C)=N/NC(=O)c2cccs2)c([N+](=O)[O-])c1,-11%,18µM*,?,20µM*,?,-34,10%,0%,-2%,-8%,-5%
CCC(C)Nc1nc2c(c(=O)n(C)c(=O)n2C)n1C (stereo not given),nt,-5%,nt,-3%,-6%,-9,-2%,1%,-1%,2%,3%
CCO[C@@H]1OC(C(=O)N2CCN(Cc3ccc4c(c3)OCO4)CC2)=C[C@H](c2ccc(Br)cc2)[C@H]1CCCO,?,-6%,-2%,19%,?,nt,2%,3%,-1%,6%,-5%
COc1cccc(-c2nnc(NC(=O)c3cccc(F)c3)o2)c1,nt,0.79µM*,1%,0.32µM*,12%,2,-3%,17µM*,0%,-39%[inhibitor],1%
Cc1cc(C)nc(Nc2n[nH]c(COc3ccc4ccccc4c3)n2)n1,6%,-9%,-9%,-19%,-8%,-9,-8%,0%,-2%,-3%,1%
Nc1nonc1C(=O)NCCNc1ccc([N+](=O)[O-])cc1,nt,1%,nt,7%,21%,7,0%,4%,-1%,-3%,3%
CC(C)c1c(O)cc(-c2ccncc2)n(-c2ccc(Cl)cc2)c1=O,-24%,-2%,-39%,20%,-4%,-13,5%,2%,-2%,-5%,1%
Cc1ccc(-c2ccc(S(=O)(=O)Nc3cccnc3)cc2)cc1,nt,?,7%,30%,-5%,9,0%,3%,-3%,11%,-2%
O=C(CC12CC3CC(CC(Br)(C3)C1)C2)NC1=NCCS1,4%,2%,1%,-42%,-3%,6,5%,4%,0%,-1%,-2%
COc1ccc(F)cc1S(=O)(=O)n1nnc2ccccc21,-22%,-8%,3%,31%,?,-6,4%,3%,-4%,0%,-4%
CCOc1ccc(OCC)c(NC(=O)C2CCCN(c3nc(C)cc(C)n3)C2)c1 (stereo not given),9%,-5%,-2%,14%,?,-30,0%,0%,2%,3%,-1%
O=C(NCc1ccc2c(c1)OCO2)c1ccccn1,28%,13%,0%,-3%,?,3,-2%,-13%,13%,0%,17%
CCOc1ccc(Nc2nc(Cc3nnc(SCC(=O)c4ccc(C)cc4)o3)cs2)cc1,20%,-13%,-3%,23%,?,-23,2%,?,-3%,-2%,13%
O=C(CSc1nnnn1C1CCCC1)N1CCOCC1,-1%,-21%,-3%,4%,?,11,-3%,-16%,16%,1%,15%
Cc1cc2cc(C(=O)N3CCc4c([nH]c5ccccc45)C3c3ccccn3)ccc2o1 (stereo not given),nt,-3%,-2%,13%,?,14,0%,-7%,14%,?,3%
CCOC(=O)/C(C#N)=C\c1ccc(N2CCN(C)CC2)cc1,3%,1%,-17%,31%,20%,-7,2%,12µM*,-1%,-7%,-3%
Cc1ccc(C(=O)NNC(=O)C2CSC3(C)CCC(=O)N23)cc1 (stereo not given),nt,nt,nt,nt,?,17,nt,2%,1%,4%,-3%
CCOc1cccc(NC(=O)C2CC(=O)N(C)C2)c1 (stereo not given),4%,8%,5%,14%,25%,-3,1%,3%,1%,-5%,-1%
Cc1ccc(S(=O)(=O)CCC(=O)OCC(=O)N2CC(=O)Nc3ccccc32)cc1,6%,0%,-7%,-16%,6%,1,10%,2%,5%,-1%,14%
C=CCNc1nc2c(c(=O)[nH]c(=O)n2C)n1Cc1cccc(C)c1,-3%,-5%,-15%,?,?,19,-14%,0%,0%,0%,-4%
CN1CCCN(C(=O)C2CCCCC2)CC1,-1%,-3%,2%,-5%,7%,-2,-4%,-2%,-6%,-4%,-3%
CC12CCC(=O)N1C(C(=O)Nc1ccccc1N1CCOCC1)CS2 (stereo not given),4%,0%,-3%,-10%,3%,-4,-1%,1%,-5%,-2%,0%
O=C(NC(=O)c1ccc(C(F)(F)F)cc1)Nc1ccc(-c2cnco2)cc1,nt,-6%,-3%,5%,18%,-10,-5%,-2%,-3%,-1%,0%
Cn1nc(-c2ccccc2)c2ncc(C(F)(F)F)cc21,21%,1%,8%,?,-6%,5,nt,6%,2%,3%,16%
COc1ccc(S(=O)(=O)N2CCC(C(=O)NCCC(=O)Nc3nccs3)CC2)cc1,?,11%,-5%,8%,8%,-9,nt,0%,0%,-1%,-2%
COc1nc(NC23CC4CC(CC(C4)C2)C3)nc(OC)n1,-6%,9%,2%,-3%,14%,-9,-3%,-2%,-1%,-3%,-8%
Cc1oc(-c2ccccc2F)nc1CS(=O)(=O)CC(=O)NCc1ccccc1Cl,-20%,-1%,11%,4%,-1%,-6,-10%,0%,2%,3%,3%
Cc1ccc[n+](Cc2ccc([N+](=O)[O-])cc2)c1,-8%,-8%,?,-2%,4%,-1,0%,2%,-5%,-1%,-3%
c1ccc2c(c1)oc1c(N3CCOCC3)ncnc12,-7%,3%,-3%,23%,?,10,3%,?,2%,-4%,5%
COc1ccc(N2CCN(C(=O)C(OC(C)=O)c3ccccc3)CC2)cc1 (stereo not given),-1%,11%,-6%,8%,8%,3,-10%,2%,0%,-7%,1%
COc1ccc(N2CCN(C(=O)c3oc4c(c3C)C(=O)CCC4)CC2)cc1,-14%,3%,-4%,14%,?,-14,nt,2%,-1%,5%,0%
O=C(Nc1ccc(NC(=O)c2cc([N+](=O)[O-])ccc2N2CCOCC2)cc1)c1cccs1,2%,4%,?,-1%,-15%,31,2%,-1%,-3%,6%,-3%
CC(C)[C@H](NC(=O)NCCc1ccc(Cl)cc1)C(=O)O,7%,-12%,-9%,-13%,0%,-4,-3%,-1%,-1%,-2%,-5%
CCc1cc2c(=O)c(-c3nc4ccccc4n3C)c(CCCC(=O)O)oc2cc1OC(=O)C(C)(C)C,-1%,-10%,7%,24%,13%,4,4%,?,1%,15%,-2%
Cc1[nH]c2ccccc2c1CCNC(=O)c1ccc2c(c1[N+](=O)[O-])C(=O)c1ccccc1C2=O,?,?,?,10µM*,-3%,-13,-5%,10%,-4%,-5%,5%
N#CC1=C(N)Oc2ccc3ccccc3c2C1c1cccnc1 (stereo not given),-15%,-10%,9%,-19%,?,-10,8%,0%,-36%[inhibitor],1%,-35%[inhibitor]
Cc1ccc(/C(O)=C/C(=O)C(=O)NC23CC4CC(CC(C4)C2)C3)cc1,nt,-1%,9%,-10%,?,2,-7%,17µM*,?,-1%,3.2µM*
COC(=O)c1sc(=S)sc1C(=O)OC,10%,?,11%,14µM*,11%,-4,3%,-1%,2%,-7%,0%
Cc1cc(NC(=O)Cc2ccccc2)nc2c1c(=O)oc1ccccc12,?,-21%,?,1%,8%,12,-5%,6%,-1%,1%,0%
